KCNQ2 inh – KCNQ2 potassium channel inhibitors, primary screen, cell-based, CHO-K1, FluxOR thallium flux, B-score (AID 2156); O88943; 20 min; active compounds read low; B-score at 10 µM; 310,000 tested, 1.1% active;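 active = fluorescence ratio B-score at most minus 3 library SDs, with starting brightness B-score within 2 library SDs, cut at about -5.5 in these data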
Kir21 inh – inhibitors of mouse Kir2.1 inward-rectifier potassium channel | HEK293-Kir2.1, FluxOR thallium flux fluorescence; active compounds read low | P35561 | 310,000 tested, 0.85% active | B-score at 10 µM;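 active = fluorescence ratio B-score at or below minus 3 SD of library scores, with starting-brightness B-score within 2 SD, cut at about -4.2 in these data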;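 note: channel flux triggered by added potassium and thallium sulfate stimulus; B-score of peak minus minimum fluorescence over baseline after thallium stimulus; more negative B-score means stronger Kir2.1 block with less thallium influx; some compounds called inactive have numbers as strong as hits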
Target sequence (P35561 whole entry, looked up): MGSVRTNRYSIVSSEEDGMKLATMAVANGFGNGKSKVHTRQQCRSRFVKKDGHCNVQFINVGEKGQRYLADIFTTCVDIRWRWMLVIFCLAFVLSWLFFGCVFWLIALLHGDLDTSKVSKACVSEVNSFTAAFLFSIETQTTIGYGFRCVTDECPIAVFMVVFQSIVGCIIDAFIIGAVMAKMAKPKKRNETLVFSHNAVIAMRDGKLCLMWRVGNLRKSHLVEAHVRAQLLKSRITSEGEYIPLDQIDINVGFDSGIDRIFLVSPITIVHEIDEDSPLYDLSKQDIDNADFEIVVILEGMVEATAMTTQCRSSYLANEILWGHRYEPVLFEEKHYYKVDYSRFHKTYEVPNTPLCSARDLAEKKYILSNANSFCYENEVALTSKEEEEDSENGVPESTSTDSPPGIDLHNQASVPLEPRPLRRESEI
STK33 kinase inh – inhibitors of human STK33 kinase; inhibition, % at 10 µM; purified STK33, MBP phosphorylation, ADP-Glo luminescence; 320,000 tested, 0.073% active;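 active = inhibition at or above 25%, using the most active replicate where run in duplicate; inactive = inhibition below 25%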
Target sequence (Q9BYT3 whole entry, looked up): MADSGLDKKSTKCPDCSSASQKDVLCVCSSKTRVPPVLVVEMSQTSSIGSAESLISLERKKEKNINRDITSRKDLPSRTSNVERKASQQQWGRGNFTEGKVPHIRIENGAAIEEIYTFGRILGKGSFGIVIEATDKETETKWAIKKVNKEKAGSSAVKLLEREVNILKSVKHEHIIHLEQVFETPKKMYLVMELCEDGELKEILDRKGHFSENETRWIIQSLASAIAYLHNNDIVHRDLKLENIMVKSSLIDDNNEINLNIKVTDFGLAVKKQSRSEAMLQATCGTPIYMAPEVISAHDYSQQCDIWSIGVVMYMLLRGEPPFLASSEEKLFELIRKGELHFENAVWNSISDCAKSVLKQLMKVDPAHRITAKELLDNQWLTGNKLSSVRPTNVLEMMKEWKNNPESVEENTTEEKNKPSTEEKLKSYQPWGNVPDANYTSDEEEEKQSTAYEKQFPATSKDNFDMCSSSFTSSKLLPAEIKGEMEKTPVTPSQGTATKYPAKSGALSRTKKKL
Active calls of the source: *; i = inactive; . = not tested or not shown.

KCNQ2 inh	Kir21 inh	STK33 kinase inh	structure
i	0.72	-0.5	COc1ccccc1Cn1c(=S)[nH]c2cc(C(=O)N3CCN(c4ccccc4OC)CC3)ccc2c1=O
i	0.04	-0.3	Cc1ccc(C(C)C)c(OCC(=O)OCc2c(C)noc2C)c1
i	0.01	-0.6	CN(C)/C=C(\C(=O)c1cccc(Cl)c1)c1nnnn1-c1ccccc1
i	-2	1.1	O=C(CSc1nnc(-c2ccc(F)cc2)o1)NC1CCCCC1
i	-0.51	-0.4	O=C(CN1C(=O)COc2ccc(S(=O)(=O)N3CCCC3)cc21)NC1CCCCCCC1
i	1.3	-1.6	Nc1c(C(=O)O)sc2nc3c(cc12)CCCC3
i	1.4	0.3	CCc1noc(C)c1C(=O)N1CCCC(C(=O)c2ccc(OC)c(F)c2)C1 (stereo not given)
i	-5.3*	0.6	CCn1c(SCc2ccc(Cl)cc2)nnc1-c1ccccc1
-5.6*	0.4	-1.0	CCOP(=O)(c1ccccc1)c1nc(-c2ccccc2Cl)oc1N1CCCCC1 (stereo not given)
i	-1.3	-1.8	O=C(O)c1cc(-c2ccc3ccccc3n2)nc2ccccc12
i	-4	-1.2	CN(Cc1cccs1)C(=O)/C=C/c1ccccc1[N+](=O)[O-]
i	-0.2	0.1	COc1ccc2c(c1OC)C(=O)N(c1ccc(C)c(C)c1)C2=O
i	0.56	-1.1	Fc1ccc(-c2csc(/C=C/c3ccc4c(c3)OCO4)n2)cc1
i	-0.39	-1.6	COc1ccc(Br)c2c1C(=O)CC2
i	-0.41	0.1	CC(C)(C(=O)O)n1cncn1
i	0.66	-1.2	Cn1ccnc1Sc1ccc(/C=N/NC(=O)c2ccccc2[N+](=O)[O-])cc1[N+](=O)[O-]
i	1.1	-0.6	CC1(C)CC(=O)C2=C(C1)OC(N)=C(C#N)C2c1cn(-c2ccccc2)nc1-c1ccc(F)cc1 (stereo not given)
i	0.32	-2.0	O=C(O)C(Cc1c[nH]c2ccccc12)N1C(=O)C2C3c4ccccc4C(c4ccccc43)C2C1=O (stereo not given)
i	-1.1	.	COc1ccc(CCN2CCCn3c2nc2c3c(=O)n(C)c(=O)n2C)cc1OC
i	-2	-0.1	Cn1ccnc1C(=O)C1CCCN(Cc2cn[nH]c2-c2ccc(-c3ccccc3)cc2)C1 (stereo not given)
i	-3.3	-0.7	CC(=O)N1CCCc2cc(S(=O)(=O)N3CCN(C4CCCCC4)CC3)ccc21
i	-1.5	1.1	COc1ccccc1N(C)S(=O)(=O)c1ccc(Cl)c(C(=O)OCc2c(C)noc2C)c1
i	-1.9	2.4	O=C(O)C[C@H]1c2ccc(C(F)(F)F)cc2S(=O)(=O)N1Cc1ccccc1
i	1.5	-0.4	Cc1nn(Cc2ccccc2Cl)c(C)c1C(=O)NC1=NCCS1
i	-1	-0.1	CC(Oc1ccc(Cl)cc1Cl)c1ccnc2nc(N3CCOCC3)nn12 (stereo not given)
i	1.9	-0.4	Cc1ccc(S(=O)(=O)CC(=O)N2CCN(c3ccc(F)cc3)CC2)cc1
i	0.79	-2.3	CCOC(=O)C1=C(C)NC(C)=C(C(=O)OCC)C1C(=O)OCC(=O)NC(C)C
i	0.8	0.4	CCOC(=O)c1sc2ncnc(OC)c2c1C
i	-1.3	-2.5	Cc1ccc2c(c1)N(CC(=O)N1CCC(C)CC1)C(=O)c1cccnc1O2
i	1.7	0.0	O=C(O)c1ccc(-c2ncc[nH]2)cc1

Kir21 inh, what is marked active above.
KCNQ2 inh	Kir21 inh	STK33 kinase inh	structure
i	-5.3*	0.6	CCn1c(SCc2ccc(Cl)cc2)nnc1-c1ccccc1

Next part.
KCNQ2 inh	Kir21 inh	STK33 kinase inh	structure
i	-4.3*	-3.0	Cc1ccc(S(=O)(=O)C(C)C(=O)c2ccc3c(c2)OCCO3)cc1 (stereo not given)
i	-0.56	0.1	Cc1ccc(-c2nc3cccnc3s2)cc1NS(=O)(=O)c1cccs1
i	0.9	-3.4	Cc1ccccc1C(C(=O)NCc1ccco1)N(CC1CCCO1)C(=O)Cn1nnc2ccccc21 (stereo not given)
i	-0.61	-3.1	Cc1cccc(Nc2nc(NCc3ccco3)nc(N3CCOCC3)n2)c1
i	-0.84	-0.1	COc1ccc(Oc2coc3c(CN4CCOCC4)c(O)ccc3c2=O)cc1
i	-0.2	-0.6	CCC(=O)Nc1cccc2c1C(=O)N(C)C2=O
i	-0.24	-0.7	O=[N+]([O-])c1ccc(NC(=S)N2CCN(S(=O)(=O)c3ccccc3)CC2)cc1
i	-0.01	0.6	Cc1cnc(C(=O)N2CCCC(N3CCN(c4cccc(C(F)(F)F)c4)CC3)C2)cn1 (stereo not given)
i	0.1	0.1	Cc1nc(=O)c(-c2ccccc2)c(C)n1CCCCCC(=O)O
i	0.79	1.1	Cc1cc(C)nc(NCc2ccc(Cl)cc2)n1
i	0.01	-1.0	CCc1cc2c(=O)[nH]c(COC)nc2s1
i	-1.2	-1.1	CC(c1cc2ccccc2s1)N(O)C(N)=O (stereo not given)
i	1.2	0.2	CCc1nnc(NC(=O)CSc2nnc3c4ccccc4n(C)c3n2)s1
i	1.9	-1.1	C=CCN1c2ccccc2[C@]23C[C@@H](C(=O)OC)N(C(=O)c4ccc(Br)cc4)C2=NC(C(=O)OC)=C(C(=O)OC)[C@H]13
i	-2.3	-1.1	O=S(=O)(NCCc1ccc(Cl)cc1)c1cccc2cccnc12
i	0.53	-1.5	Nc1ncnc(Oc2cccc3cccnc23)c1[N+](=O)[O-]
i	0.46	-0.1	CCOC(=O)COc1ccc(Br)cc1C1NC(=O)NC(C)=C1C(=O)NCc1ccccc1 (stereo not given)
i	-0.12	0.7	COc1ccc(N(CC(=O)NN=C2CCN(C)CC2)S(=O)(=O)c2ccc(NC(C)=O)cc2)cc1
i	0.63	-0.5	O=C1CCc2ccc(OCCCCN3CCN(c4cccc(Cl)c4Cl)CC3)cc2N1
i	0.82	-1.1	Cc1cccc(S(=O)(=O)Nc2nc3ccccc3nc2Nc2cccc(C(=O)O)c2)c1
i	0.48	0.4	O=C(NCc1ccccc1)C(c1ccncc1)N(C(=O)c1csnn1)c1cccc(F)c1 (stereo not given)
i	-0.26	-1.3	Nc1nc(N)nc(-c2ccccc2O)n1
i	0.4	0.3	CCN1C(=O)[C@H]2[C@@H](c3ccc(Cl)cc3)N3C(=O)CN(CCOC)C(=O)[C@@]3(C)[C@H]2C1=O
i	0.18	0.6	COc1cc(CN2CCCCCC2)cc(OC)c1OC
i	-0.07	-0.5	O=S(=O)(NCC(c1cccnc1)N1CCc2ccccc2C1)c1ccccc1 (stereo not given)
i	1.5	-1.1	COC(=O)c1ccc(CSc2nnc3n(Cc4ccccc4OC)c(=O)c4ccccc4n23)o1
i	-3.1	1.3	O=C(O)CCCN=CC1=C(O)CNC1=O
i	-4.5*	-0.4	CCC(C(=O)NCCc1c[nH]c2ccc(C)cc12)c1ccccc1 (stereo not given)
i	1.4	-1.5	COc1ccc(C2CC(c3ccccc3)=NN2C(=O)COC(=O)C2CC2)cc1 (stereo not given)
i	0.82	-2.5	COc1cc2c(cc1C1NC(=S)NC(C)=C1C(N)=O)CCCC2 (stereo not given)
i	-0.26	-0.2	CCOC(=O)c1c(C)c(C(=O)NCc2ccco2)c(C)n1Cc1ccccc1
i	-0.44	0.9	CCc1ccc(C(=O)COC(=O)CNC(=O)Cc2ccccc2)cc1
i	-0.7	-1.0	Cc1cc(C)cc(NC(=S)N2C3CCCC2CC(NC(=O)C2CC2)C3)c1 (stereo not given)
i	-0.71	0.2	O=C(C1CC1)N1CCN(C(c2ccccc2)c2ccccc2)CC1
i	-0.14	-0.5	CC(C)Oc1ccc(OCCCN2CCCCCC2)cc1
i	-0.37	-2.4	Cc1ccc(NC(=O)COc2coc(CN3CCc4ccccc4C3)cc2=O)cc1Cl
i	-2.1	-0.6	CCC(=O)NCc1c(C)c(C)n(Cc2ccccc2)c1-n1cccc1
i	1.8	-0.1	CCOC(=O)CCNC(=O)N1CCCC(C(=O)c2cc(C)c(OC)c(C)c2)C1 (stereo not given)
i	0.22	-1.9	COc1ccc(C(CNC(=O)C2CC2)N(C)C)cc1 (stereo not given)
i	-0.25	-1.5	CCSc1nc(O)cc(=O)[nH]1
i	-0.12	-0.4	C[C@@]12CC(=O)NC1N(C(=O)c1ccccc1)C(c1ccccc1OC(=O)c1ccccc1)C2 (stereo not given in full)
i	0.05	-1.1	COc1ccc(CN2CCNC(=O)C2CC(=O)NCCCn2cccn2)cc1C (stereo not given)
i	1.3	-2.7	COc1ccc(Cl)cc1N1C(=O)CN(Cc2cc(OC)c(OC)c(OC)c2)C1=S
i	1.1	-0.2	COc1cc(=O)[nH]c(SC(C)C(=O)Nc2ccc3ccccc3c2)n1 (stereo not given)
i	-0.73	-0.6	CCn1c(O)c(N=NC(=O)CNC(=O)/C=C/c2ccco2)c2ccccc21
i	-0.24	-0.1	Cc1cc(Cl)c(S(=O)(=O)N2CCCC2)cc1OCC(N)=O
i	0.3	0.0	CCOc1nc(-c2ccccc2)ccc1-c1noc(-c2ccco2)n1
i	0.04	-1.8	CSCCC(NC(=O)c1ccccc1)C(=O)N(C)CC(=O)Nc1ccc(N2CCOCC2)cc1 (stereo not given)
i	2	.	Oc1c(Cl)cc(Cl)cc1CNc1ccccn1
i	-1.3	3.1	COc1cc(CCC(=O)OCn2nnc3ccccc3c2=O)cc(OC)c1OC

Other records.
KCNQ2 inh	Kir21 inh	STK33 kinase inh	structure
i	0	-0.9	COc1ccc(C)cc1N(CC(=O)N1CCCC1)S(C)(=O)=O
i	0.1	-0.1	COc1cc(C2C(Oc3ccccc3C)C(=O)N2Cc2ccc(F)cc2)cc(OC)c1OC (stereo not given)
i	-2.6	0.6	C=CCSc1n[nH]c(-c2ccc(OCCC)cc2)n1
i	-0.81	1.5	Cc1cc(C)nc(N2CCC(C(=O)NC3CC3)CC2)n1
i	1.1	-0.1	COc1ccc(-n2cc(-c3ccccc3)c3c(N4CCN(CCO)CC4)ncnc32)cc1
i	0.03	-0.1	CCOc1ccccc1OCC(=O)NC1CCCCC1
i	-3.1	-2.7	C=CCOc1ccc(/C=N/NC(=O)CN(c2cc(Cl)ccc2OC)S(=O)(=O)c2ccc(C)c([N+](=O)[O-])c2)cc1
i	0.21	.	CCNC(=O)Cn1c(=O)c2c(ncn2Cc2ccccc2)n(Cc2ccccc2)c1=O
i	1.4	-0.2	CCOc1ccc(S(=O)(=O)N2CCCC(C(=O)N3CCOCC3)C2)cc1Cl (stereo not given)
i	-1.1	0.3	O=C(N/N=C/c1cccc([N+](=O)[O-])c1)c1cc2c(ccc3ccccc32)o1
i	0.32	-1.2	NC(=O)COC(=O)c1ccc(NS(=O)(=O)c2ccc3c(c2)OCCO3)cc1
i	0.34	-0.5	CC(C)CN(C(=O)CN1CCc2ccccc21)c1c(N)n(CC(C)C)c(=O)[nH]c1=O
i	0.43	-1.7	O=C(N/N=C/c1c(F)c(F)c(F)c(F)c1F)c1cccc(S(=O)(=O)N2CCOCC2)c1
i	0.86	0.7	Cc1nc2nc(SCC(=O)c3ccccc3)[nH]c2cc1Br
i	-0.29	1.1	COc1ccc(Nc2n[nH]c(N)c2C(N)=O)cc1
i	0.26	-1.4	Clc1cccc(CN2CCCCCC2)c1Cl
i	-0.91	-2.6	COc1ccc(C(=O)n2nc(C#N)c(C#N)c2N)cc1
i	-2.9	-1.2	Nc1ncc(Br)cc1S(=O)(=O)Nc1cc(C(F)(F)F)cc(C(F)(F)F)c1
i	0.36	0.6	O=C1CCC(C(=O)N2CCCCCC2)CN1Cc1cccc(C(F)(F)F)c1 (stereo not given)
i	-0.36	-0.9	CCNc1nc(SC(C)C(=O)OC)nc(N(C)C)n1 (stereo not given)
i	0.46	0.4	CCC(=O)Nc1ccc(NC(=O)CSc2nnnn2C(C)C)cc1
i	-0.73	1.3	CCCn1nnc(NC(=O)c2ccccc2Cl)n1
i	-0.03	0.1	COc1ccccc1N(CC(=O)Nc1ccccc1C(=O)NCC(C)C)S(C)(=O)=O
i	0.19	-0.6	Cc1ccc(NC(=O)CSc2nnc(NC(=O)CN3CCOCC3)s2)cc1
i	-3.1	-1.5	CCN(CC)S(=O)(=O)c1cc(OC)c(Cl)cc1Cl
i	-0.01	0.2	CCCCOC(=O)Nc1ccc(C(=O)OCCC)cc1

Molecules from the list above with fluorine (12):
KCNQ2 inh	Kir21 inh	STK33 kinase inh	structure
i	-2	1.1	O=C(CSc1nnc(-c2ccc(F)cc2)o1)NC1CCCCC1
i	1.4	0.3	CCc1noc(C)c1C(=O)N1CCCC(C(=O)c2ccc(OC)c(F)c2)C1 (stereo not given)
i	0.56	-1.1	Fc1ccc(-c2csc(/C=C/c3ccc4c(c3)OCO4)n2)cc1
i	1.1	-0.6	CC1(C)CC(=O)C2=C(C1)OC(N)=C(C#N)C2c1cn(-c2ccccc2)nc1-c1ccc(F)cc1 (stereo not given)
i	-1.9	2.4	O=C(O)C[C@H]1c2ccc(C(F)(F)F)cc2S(=O)(=O)N1Cc1ccccc1
i	1.9	-0.4	Cc1ccc(S(=O)(=O)CC(=O)N2CCN(c3ccc(F)cc3)CC2)cc1
i	-0.01	0.6	Cc1cnc(C(=O)N2CCCC(N3CCN(c4cccc(C(F)(F)F)c4)CC3)C2)cn1 (stereo not given)
i	0.48	0.4	O=C(NCc1ccccc1)C(c1ccncc1)N(C(=O)c1csnn1)c1cccc(F)c1 (stereo not given)
i	0.1	-0.1	COc1cc(C2C(Oc3ccccc3C)C(=O)N2Cc2ccc(F)cc2)cc(OC)c1OC (stereo not given)
i	0.43	-1.7	O=C(N/N=C/c1c(F)c(F)c(F)c(F)c1F)c1cccc(S(=O)(=O)N2CCOCC2)c1
i	-2.9	-1.2	Nc1ncc(Br)cc1S(=O)(=O)Nc1cc(C(F)(F)F)cc(C(F)(F)F)c1
i	0.36	0.6	O=C1CCC(C(=O)N2CCCCCC2)CN1Cc1cccc(C(F)(F)F)c1 (stereo not given)

High-throughput results from PubChem BioAssay.
